Neddyl block = inhibitors of human cullin neddylation | P61081+Q13564 | TR-FRET cullin neddylation, biochemical | calls only at 25 µM | AID 651699 | 360,000 compounds, 0.58% hits; in the data active = inhibition above about 36%
Target sequence (P61081 whole entry, looked up): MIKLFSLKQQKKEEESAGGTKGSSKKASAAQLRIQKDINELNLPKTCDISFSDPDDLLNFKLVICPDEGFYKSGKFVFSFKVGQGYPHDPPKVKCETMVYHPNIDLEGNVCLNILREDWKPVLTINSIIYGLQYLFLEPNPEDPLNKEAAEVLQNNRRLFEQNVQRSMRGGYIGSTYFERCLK
Target sequence (Q13564 whole entry, looked up): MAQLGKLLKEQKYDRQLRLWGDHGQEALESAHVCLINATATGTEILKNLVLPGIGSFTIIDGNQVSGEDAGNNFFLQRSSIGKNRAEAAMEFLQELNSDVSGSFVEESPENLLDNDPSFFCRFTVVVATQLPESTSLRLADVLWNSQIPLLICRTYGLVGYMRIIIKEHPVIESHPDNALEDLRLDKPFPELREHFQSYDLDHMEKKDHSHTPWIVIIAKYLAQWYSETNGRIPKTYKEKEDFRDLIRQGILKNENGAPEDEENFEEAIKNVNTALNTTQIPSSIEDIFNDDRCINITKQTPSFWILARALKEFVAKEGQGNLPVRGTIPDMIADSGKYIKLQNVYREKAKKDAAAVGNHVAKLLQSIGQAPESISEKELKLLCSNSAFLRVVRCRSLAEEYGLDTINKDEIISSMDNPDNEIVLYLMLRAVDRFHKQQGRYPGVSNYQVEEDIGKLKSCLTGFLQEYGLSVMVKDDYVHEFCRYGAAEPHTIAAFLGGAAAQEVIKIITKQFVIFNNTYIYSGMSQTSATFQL
Rpn11 inh = Rpn11 (human) deubiquitinase inhibition; human 26S proteasome, Ub4-pepOG fluorescence polarization; 20S core pre-blocked with epoxomicin; 360,000 compounds, 0.59% hits; O00487; calls only at 20 µM;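 active = inhibition at 20 µM, scaled to each plate's controls, above about 33%, limit read from the data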
Scp1 inh = blocks human Scp-1 phosphatase activity; Q9GZU7; Recombinant Scp1, phosphopeptide, malachite green phosphate absorbance; inhibition, % at 20 µM; 340,000 compounds, 0.88% hits; AID 493091;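 active = inhibition above about 50% at 20 µM, limit read from the data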;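 also: plate controls were DMSO wells with enzyme for no effect and wells lacking enzyme for full effect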
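Test system: SCP-1 phosphatase catalytic domain, residues 76-261; measured by: colorimetric phosphate reagent with accelerator and stabiliser, absorbance at 630 nm; timing: enzyme reaction 45 min at room temperature, colour 5 min, stabilisation 30 min; also added: Phosphorylated 17-residue peptide substrate; compound dosing: one concentration, 20 µM, with 1.0% DMSO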
DNMT1 block = inhibitors of human DNMT1. P26358. DNMT1 molecular beacon, Hinp1I cleavage, fluorescence. inhibition (reported as % activation of signal), % at 10 µM. 360,000 compounds, 0.83% hits. AID 588458; in the data active = inhibition above about 50%
STEP block = STEP (human) phosphatase inhibition. P54829. recombinant STEP, OMFP fluorogenic substrate, fluorescence. inhibition, % at 20 µM. 360,000 compounds, 0.25% hits. AID 588621;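 active = inhibition at 20 µM, scaled per plate between control wells, above about 37%, limit read from the data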;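 also: 0% = DMSO with enzyme and substrate and 100% = substrate only without enzyme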
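Material: STEP (striatal-enriched tyrosine phosphatase) enzyme, cell-free; Compound dosing: 20 µM single dose in 1% DMSO; Technique: fluorescence read at 480 nm ex / 540 nm em; Times: reaction 20 min, ambient temperature; Medium: 50 mM Bis-Tris pH 6.0 with 2.5 mM DTT and 0.005% Tween 20; Also added: OMFP at 25 µM.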
LMPTP inh = LMPTP (human) inhibition; recombinant LMPTP-A, OMFP fluorogenic substrate, fluorescence intensity; inhibition, % at 20 µM; 360,000 compounds, 0.22% hits;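 active = compounds that cut the enzyme signal by at least half of the control window in the single-dose screen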;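 also: plate controls were DMSO wells with enzyme plus substrate for no effect and substrate without enzyme for full effect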
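material = LMPTP-A | quantity = 0.625 nM enzyme | reagent = OMFP substrate, 400 µM final | buffer or medium = Bis-Tris pH 6.0, DTT, detergent | detection = endpoint fluorescence intensity from OMFP dephosphorylation | dosing = single 20 µM dose | read-out basis = % inhibition relative to no-enzyme and uninhibited control wells | control set = no-enzyme and uninhibited controls | timing = 50 min at room temperature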
SUMO1 PPI mod = alters human SUMO1 binding to SIM partners | SUMO1 binding to a labelled peptide, TR-FRET, 1 h | inhibition, % at 20 µM | 360,000 compounds, 0.33% hits; in the data active = inhibition above about 37%
Target sequence (P63165 whole entry, looked up): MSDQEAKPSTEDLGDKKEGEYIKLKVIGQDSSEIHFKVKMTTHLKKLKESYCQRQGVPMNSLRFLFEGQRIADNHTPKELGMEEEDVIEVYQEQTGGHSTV
CSN inh = blocks human CSN-mediated cullin deneddylation | Q92905 | Purified CSN, SCF-Nedd8-OG deneddylation, fluorescence polarization | inhibition, % at 12.5 µM | 360,000 compounds, 0.38% hits | AID 651999;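 active = pattern-corrected inhibition above about 35%, with an unprinted fluorescence ratio check between 0.5 and 1.5, limit read from the data, passing the limit was not always enough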;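 also: 0% = enzyme with substrate and 100% = substrate without enzyme; some results filed as inactive read as strong as hits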
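Test system: purified human Csn5 enzyme expressed in HEK293T cells. Amount: 0.24 nM enzyme. Reagent: SCFSkp2-Nedd8OG substrate at 10 nM final. Schedule: 90 min incubation of compound, enzyme and substrate at room temperature. Detection: fluorescence polarization. Read-out: % inhibition of substrate cleavage by Csn5.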
Rin1 Abl inh = inhibitors of human Rin1-Abl protein interaction | P00519+Q13671 | TR-FRET Rin1/Abl binding, biochemical | inhibition, % at 7.35 µM | 360,000 compounds, 0.4% hits; in the data active = inhibition above about 5%, passing the limit was not always enough
NadD inh = NadD (S. aureus) enzyme inhibition; 360,000 compounds, 0.78% hits; AID 602399; inhibition, % at 20 µM; purified NadD enzyme, colorimetric absorbance read-out; in the data active = inhibition above about 26%; also: some compounds past the cut are filed as inactive
An asterisk follows results filed as active; i = inactive; . = no result given; + = active, no number.

Neddyl block	Rpn11 inh	Scp1 inh	DNMT1 block	STEP block	LMPTP inh	SUMO1 PPI mod	CSN inh	Rin1 Abl inh	NadD inh	structure
i	i	-5	2	0	0.3	-5	0	2	-2	CS(=O)(=O)c1ccc(Cl)c(NC(=O)C2CCCN(C(=O)c3ccc(Cl)cc3)C2)c1 (configuration not stated)
i	.	.	.	.	-0.5	-2	-1	.	.	C#CCNC(=O)C[C@@H]1C[C@@]2(C(=O)OC)CCCCC=C2N(Cc2ccc3c(c2)OCO3)C1=O
i	+	18	-8	1	1.6	-6	0	-3	4	Cn1c(=O)c2ncn(CC(=O)Nc3ccc4c5c(cccc35)CC4)c2n(C)c1=O
i	i	-4	-4	2	2.2	-4	-2	4	-11	CCOC(=O)c1c(NC(=O)COc2ccccc2F)sc2c1CC(C)(C)NC2(C)C
i	i	4	-1	-2	-0.4	2	1	4	-2	CCCCn1c(N)c(N(Cc2ccccc2OC)C(=O)c2sccc2C)c(=O)[nH]c1=O
i	.	-12	14	0	-1.2	2	4	-1	10	Cc1c(C(=O)OC/C(O)=C(\C#N)c2nc3ccccc3[nH]2)oc2ccccc12
i	i	-2	2	1	-1.2	-4	3	3	10	O=C(NCCN=C1NS(=O)(=O)c2ccccc21)c1ccco1
i	i	-3	2	1	0.0	1	-4	3	3	CC(=O)C1=C(O)C(=O)N(Cc2ccco2)C1c1ccc(F)cc1 (configuration not stated)
i	i	-5	0	0	-0.1	-3	1	4	-13	CCNS(=O)(=O)c1ccc(Br)c(C(=O)OC(C)C(=O)NCC2CCCCC2)c1 (configuration not stated)
i	i	-2	4	0	0.3	-1	3	-2	2	Cc1ccc(C)c(N2N=C(C(=O)N(CC(C)C)c3c(N)n(Cc4ccccc4)c(=O)[nH]c3=O)CCC2=O)c1
i	i	-5	-1	-11	-1.1	-1	2	0	5	C/C(CC(=O)Nc1ccccc1C)=N\NC(=O)Cc1csc(N)n1
i	i	-8	1	-3	-2.7	1	1	3	1	CN(C)c1ccnc(Oc2ccc(F)cc2)c1C#N
i	i	-2	3	2	1.5	7	-1	-3	-5	COCC1CCCN(C(=O)c2ccc3oc(C(C)C)nc3c2)C1 (configuration not stated)
i	i	4	1	-2	0.0	-3	-7	1	3	CCN(CC)S(=O)(=O)c1ccc(C(=O)Nc2cc3oc4ccccc4c3cc2OC)cc1
i	+	75*	85*	65*	22	56*	117	-3	8	O=C(O)CCCN1C(=O)/C(=C\c2ccc(-c3nc4ccccc4s3)o2)SC1=S
i	.	.	.	.	0.0	1	-4	.	-2	COc1ccc([C@H]2CC(=O)C[C@@H](CCn3cc(C)nn3)O2)cc1
i	i	-11	-2	-2	-1.2	0	1	4	5	C=C(C)Cn1c(SCC(=O)O)nc2c1c(=O)[nH]c(=O)n2C
i	i	-9	-5	3	-0.7	1	-5	0	-1	CN(Cc1cnccn1)Cc1nc(Cc2ccccc2Cl)no1
i	i	-7	4	-2	-0.6	3	-4	0	-2	Cc1ccc(C(=O)OCC(=O)N2CC(C)CC(C)C2)cc1S(=O)(=O)N1CCCCC1 (configuration not stated)
i	.	-7	-22	-38	-0.5	6	26	0	7	N#CC1=C(N)SC(N)=C(C#N)C1CCc1ccccc1
i	i	-2	2	2	0.2	4	-12	1	-3	O=C(O)C1=NOC(CNC(=O)c2ccccc2Cl)C1 (configuration not stated)
i	i	2	-1	0	0.4	3	4	-1	-1	O=S(=O)(Nc1ncccn1)c1ccc(NC(=S)Nc2ccccc2Cl)cc1
+	i	-5	2	2	0.3	-34	-4	-1	2	Cc1cc(C)c2c(N)c(C(=O)c3ccccc3)sc2n1
i	i	-15	-1	-12	-0.8	-1	3	1	-2	Cc1cc2n(n1)SC(Nc1ccccc1)N2 (configuration not stated)
i	i	15	-3	-1	-0.5	1	-4	0	-5	COC(=O)C1=C(C)N(Cc2ccccc2)C(=NCCCCO)N[C@H]1CCc1ccccc1
i	i	-15	-25	-6	0.8	6	5	-2	2	CNC(=S)N(CCc1c(C)[nH]c2ccc(Cl)cc12)Cc1cc(OC)c(OC)c(OC)c1
i	i	.	-1	-3	-0.5	-4	2	-2	-5	CC(=O)Nc1ccc(NC(=O)C(NC(=O)c2ccc(Cl)cc2)C(C)C)cc1 (configuration not stated)
i	i	-7	3	0	-1.1	4	-4	1	-5	CC1CCCC(N2CCN(C(=O)c3ccccc3F)CC2)C1 (configuration not stated)
i	i	-1	-2	1	-1.2	33	3	-6	4	Cc1[nH]c2ccccc2c1C(=O)C(=O)N1CCN(c2ccccc2)CC1
i	i	5	4	3	-0.7	4	0	-1	-2	c1ccc2c(c1)Cn1c-2nc2ccccc21
i	i	-10	-1	0	-0.8	-9	-5	6	-2	Cc1cc2cc(CCNC(=O)c3ccc(C)c([N+](=O)[O-])c3)c(=O)[nH]c2cc1C
i	i	-5	0	0	-2.6	-6	0	0	-2	CCOC(=O)C1(CCc2ccccc2)CCN(C(=O)c2cccc(C)n2)CC1
i	i	.	3	0	-1.1	-6	-4	-3	5	OCCNc1ncnc2c1ncn2[C@H]1CN(Cc2ccc3c(c2)OCO3)C[C@@H](CO)O1
i	i	-5	0	10	2.0	4	-9	1	-7	COc1ccc(S(=O)(=O)N2c3cc(C)ccc3OCC2C(C)(C)C)cc1 (configuration not stated)
i	i	0	2	-1	1.2	2	-3	2	-4	CC(C)Oc1ccc(CNC(=O)CCC(=O)N2CC(C)Sc3ccccc32)cc1 (configuration not stated)
i	i	-1	0	1	-1.3	-13	7	-1	0	COC(=O)CCNC(=O)c1ccc2nc(Cc3ccc(OC)c(OC)c3)oc2c1
i	i	32	8	2	1.2	7	0	-1	2	O=C(COC(=O)c1ccc(S(=O)(=O)N2CCCC2)cc1)NCc1ccco1
i	i	2	3	-4	-1.0	-3	1	0	-3	O=C(c1ccc(S(=O)(=O)N2CCOCC2)cc1)N1CCCc2ccccc21
i	i	.	-3	1	-1.0	-23	2	5	4	Nc1nc(N)nc(-c2cccc([N+](=O)[O-])c2)n1
i	i	-9	2	5	-1.2	-6	3	5	0	COc1ccc(S(=O)(=O)N2CCCC(C(=O)N3CCOCC3)C2)cc1OC (configuration not stated)
i	i	-4	1	-3	-1.7	-1	-4	2	1	Cc1nc2cc(C(=O)NCc3cccnc3)ccc2n1-c1ccc(F)cc1F
i	i	-7	-1	-1	-1.9	2	1	2	-3	CC12CN3CC(C)(CN(C1)C3c1ccc(Cl)cc1)C2 (configuration not stated)
i	i	-4	0	-1	0.4	-2	-6	-4	1	COc1ccccc1NC(=O)CSc1nc(N)c(-c2ccccc2)c(=O)[nH]1
i	i	-1	-4	0	0.8	-2	-3	4	4	Cc1ccnc(NC(=O)CCC2COc3ccccc3O2)c1 (configuration not stated)
i	i	1	1	4	0.5	-10	-2	1	12	COC(=O)c1ccc(C2/C(=C(/O)c3ccc4c(c3)CC(C)O4)C(=O)C(=O)N2CCN2CCOCC2)cc1 (configuration not stated)
i	i	-5	2	0	-0.2	0	-4	5	-3	COc1ccccc1C(c1nnnn1CC1CCCO1)N1CCN(c2ccccc2)CC1 (configuration not stated)
i	i	-13	-4	0	-2.0	-2	2	4	-5	CCN(CC)C(=O)Cn1c(=O)n(CCCCCC(=O)Nc2ccccc2)c(=O)c2sccc21
i	i	5	0	1	4.0	1	0	3	9	CN(C)c1nc(NCc2ccccc2)nc(N/N=C/c2cccc(Br)c2)n1
i	i	-3	-1	1	-1.8	1	-2	1	-2	COc1ccc(/C(CC2(O)C(=O)Nc3ccccc32)=N\O)cc1 (configuration not stated)
i	i	-8	2	1	-2.6	7	3	-2	1	COc1cc(NS(=O)(=O)c2ccc(NS(=O)(=O)c3ccc(NC(C)=O)cc3)cc2)nc(OC)n1
i	i	-5	1	-2	-1.2	1	4	0	-1	Cc1cc2nncn2c2ccccc12
i	i	-9	2	0	-0.4	-1	-2	4	3	O=C(O)c1ccccc1Nc1ccccc1
i	i	-12	-4	10	1.4	-2	2	4	-6	CC1(C)OC(=O)N(c2ccccc2)C12C=Cc1cc(Br)ccc1O2 (configuration not stated)
i	i	7	-1	-2	-0.5	-9	3	-3	-1	COc1cccc(/C=C/C(=O)OCC(=O)N2CCN(c3ccccc3)CC2)c1
i	i	1	-4	1	-0.1	-4	2	0	-1	CCCc1[nH]nc2c1C(c1cccc(OC)c1)C(C#N)=C(N)O2 (configuration not stated)
i	i	0	-7	2	1.2	10	0	2	-1	Brc1ccccc1-n1nnc(-c2ccnc3ccccc23)n1
i	i	-1	0	-4	-1.6	1	4	0	2	COc1cc(CNCCNC(=O)c2cccs2)cc(OC)c1OC
i	i	-4	1	1	-0.1	1	3	4	-1	Cc1cc(C)cc(OCc2ccc(C(=O)NC3CCOC3=O)o2)c1 (configuration not stated)
i	i	-5	0	2	0.9	-1	-1	1	-5	CCCn1nnnc1NCc1ccc(C(C)C)cc1
i	i	0	-2	-6	-1.3	1	-1	2	5	O=C(CSc1nc(-c2ccccc2)c(-c2ccccc2)o1)Nc1nncs1
i	i	-3	-6	-1	-1.2	3	0	1	0	C[C@H](CO)N1C[C@H](C)[C@@H](CN(C)Cc2ccc(Cl)c(Cl)c2)Oc2ccc(NC(=O)Cn3cnnn3)cc2C1=O
i	i	.	-4	-3	-0.8	4	-4	6	-6	CC1(C(=O)Nc2ccc3c(c2)OCCO3)CCC(=O)N1C1CC1 (configuration not stated)
